Screening data (PubChem)
N370S GC – inhibits or activates N370S mutant glucocerebrosidase. N370S GC spleen homogenate, 4MU-glucoside fluorescence. Potency, µM (series often up to 59.4 µM), inactives show at the top dose activity change, negative = inhibition, hits mostly inhibitors. AID 2101. hit rate 0.092% among 330,000. P04062;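 also: 0% = full enzyme activity and -100% = no enzyme basal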
FEN1 inhibitor – inhibitors of human flap endonuclease 1 | P39748 | Recombinant FEN1 flap cleavage, fluorescence, 15 min | Potency, µM (series often up to 114 µM), for the others: at the highest dose activity change, negative = inhibition, hits mostly inhibitors | hit rate 0.35% among 390,000 | AID 588795; also: nearly all actives have a fitted effect of over 65% in size
Target sequence (P39748 whole entry, looked up): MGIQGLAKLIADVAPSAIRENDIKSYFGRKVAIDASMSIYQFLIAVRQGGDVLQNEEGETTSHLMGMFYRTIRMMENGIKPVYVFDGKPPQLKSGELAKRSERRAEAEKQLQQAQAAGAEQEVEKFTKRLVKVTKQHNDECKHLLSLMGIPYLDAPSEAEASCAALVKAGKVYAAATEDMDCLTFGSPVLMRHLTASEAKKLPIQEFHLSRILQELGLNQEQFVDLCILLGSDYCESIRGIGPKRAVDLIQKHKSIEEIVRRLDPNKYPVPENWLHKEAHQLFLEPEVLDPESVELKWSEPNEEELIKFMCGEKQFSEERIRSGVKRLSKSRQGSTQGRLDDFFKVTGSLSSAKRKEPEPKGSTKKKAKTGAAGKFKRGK
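With each library titrated from low to high concentration, compounds met 10 nM FEN1 for 15 min at room temperature before 50 nM substrate was added; readings at 0 and 15 min fed four-parameter Hill curve fits.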
TDP1 block – inhibitors of human tyrosyl-DNA phosphodiesterase TDP1; hit rate 0.28% among 350,000; recombinant TDP1, AlphaScreen DNA substrate cleavage; Q9NUW8; Potency, µM (highest dose often 130 µM), inactives show at the top dose activity change, negative = inhibition, most hits filed as inhibitors; AID 485290; also: nearly all actives have a fitted effect of over 40% in size
Target sequence (Q9NUW8 whole entry, looked up): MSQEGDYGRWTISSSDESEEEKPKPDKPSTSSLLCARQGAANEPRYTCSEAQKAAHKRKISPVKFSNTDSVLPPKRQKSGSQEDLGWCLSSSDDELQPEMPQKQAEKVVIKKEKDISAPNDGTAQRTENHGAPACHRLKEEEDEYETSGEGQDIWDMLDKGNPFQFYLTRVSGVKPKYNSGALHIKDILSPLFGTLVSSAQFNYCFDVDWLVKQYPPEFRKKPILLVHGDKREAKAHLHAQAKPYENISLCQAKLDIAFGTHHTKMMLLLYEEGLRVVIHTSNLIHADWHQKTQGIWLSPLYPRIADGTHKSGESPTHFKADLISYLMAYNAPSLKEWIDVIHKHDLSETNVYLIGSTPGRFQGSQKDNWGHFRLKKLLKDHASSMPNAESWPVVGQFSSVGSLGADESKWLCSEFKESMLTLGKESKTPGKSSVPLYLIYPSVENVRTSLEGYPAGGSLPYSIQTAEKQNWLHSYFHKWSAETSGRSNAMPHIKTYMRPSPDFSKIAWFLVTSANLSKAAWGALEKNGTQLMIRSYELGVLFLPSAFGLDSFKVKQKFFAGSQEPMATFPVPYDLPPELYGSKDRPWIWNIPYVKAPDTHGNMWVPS
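Steps: enzyme plus compound, 15 min RT; add biotin/phosphotyrosine-FITC oligonucleotide (15 nM final), react 5 min; add donor/acceptor beads (10 ug/ml final), 10 min; read AlphaScreen. Tdp1 at 1 nM final.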
* hit, by the source's call; ? = inconclusive; . = no result given; & = joins results of further samples; [ ] = another dose, or the depositor's remark. Calls follow the shape of the dose curve; as a rule, active = well fitted curve in the direction sought with a large enough effect; inconclusive = small, poorly fitted or top-dose-only effect, or another doubt; inactive = no such curve, though single readings can be large; an effect the other way counts as inactive or inconclusive. Unless noted, % is scaled to controls: 0 for no effect and ±100 for the full control effect; potency is read from the fitted curve at half-maximal effect.

SMILES	N370S GC	FEN1 inhibitor	TDP1 block
Cc1cccc(Cn2cc(C(=O)Nc3ccc(F)c(C(F)(F)F)c3)ccc2=O)c1	.	-11%	0%
CC(C)[C@H](NC(=O)c1ccccc1F)C(=O)NCCc1ccccc1	-5%	15%	9%
COc1cccc(NC(=S)/C(=C(\[O-])c2ccc(OC(F)F)cc2)[n+]2ccccc2)c1	4%	14%	6%
O=C(CCCCCn1c(=O)c2sccc2n(Cc2ccc(Cl)cc2)c1=O)NCc1ccc2c(c1)OCO2	.	0%	1%
C=CCc1c(C)nc2c(C(=O)O)cnn2c1C	9%	-4%	-6%
Cc1c(C(=O)OCC(=O)NCCN2C(=O)CSC2=O)cccc1[N+](=O)[O-]	.	-7%	1%
COc1cccc(NC(=O)Nc2cc(C(=O)O)ccc2N2CC3CC(C2)c2cccc(=O)n2C3)c1 (stereo not given)	2%	-2%	6%
CCn1c(=O)cc(OCC(=O)NCCCN2CC(C)CC(C)C2)c2ccccc21 (stereo not given)	-1%	0%	1%
CCc1ccccc1NC(=O)C(CC)Sc1nc2cc3c(cc2c(=O)n1Cc1ccco1)OCO3 (stereo not given)	2%	5%	5%
CC(C)(C)NC(=O)C1CCCN(S(=O)(=O)c2cccc3cccnc23)C1 (stereo not given)	7%	6%	2%
CC[C@H](C)[C@H](NC(=O)[C@H](Cc1ccccc1)NC(=O)[C@H](CCC(=O)O)NC(=O)[C@H](CCCCN)NC(=O)[C@H](C)NC(=O)[C@H](C)NC(=O)[C@H](CCC(N)=O)NC(=O)CNC(=O)[C@H](CCC(=O)O)NC(=O)[C@H](CC(C)C)NC(=O)[C@H](Cc1ccc(O)cc1)NC(=O)[C@H](CO)NC(=O)[C@H](CO)NC(=O)[C@@H](NC(=O)[C@H](CC(=O)O)NC(=O)[C@H](CO)NC(=O)[C@@H](NC(=O)[C@H](Cc1ccccc1)NC(=O)[C@@H](NC(=O)CNC(=O)[C@H](CCC(=O)O)NC(=O)[C@H](C)NC(=O)[C@@H](N)Cc1cnc[nH]1)[C@@H](C)O)[C@@H](C)O)C(C)C)C(=O)N[C@@H](C)C(=O)N[C@@H](Cc1c[nH]c2ccccc12)C(=O)N[C@@H](CC(C)C)C(=O)N[C@H](C(=O)N[C@@H](CCCCN)C(N)=O)C(C)C	-9%	.	9%
CCCCOC(=O)c1ccc(NC(=O)/C=C/c2cccs2)cc1	-2%	0%	1%
O=C(NC(=S)Nc1ncc(Br)cc1Br)c1cncc(Br)c1	4%	7%	4%
COc1ccc(OC)c(S(=O)(=O)n2nnc3cc(Cl)ccc32)c1	3%	-18%	8%
COc1ccc(S(=O)(=O)N2CCN(Cc3cc(=O)n4ccccc4n3)CC2)cc1	.	7%	2%
CCN(CC)c1ccc(S(=O)(=O)N2CCCCC2)cc1NC(=O)CN1C(=O)NC2(CCCC2)C1=O	-14%	-5%	-11%
Cc1ccccc1CCNC(=O)c1ccc2c(c1)nc1n2CCOC1	.	18%	3%
COCCNC(=S)Nc1ccc(Cl)c(Cl)c1	6%	-3%	-2%
Cc1cc2ccccc2n1CCNC(=O)c1ccc(Br)cc1	.	-4%	5%
CC(NC(=O)c1ccccc1[N+](=O)[O-])C1CC2CCC1C2 (stereo not given)	1%	1%	.
CCC(c1nnnn1Cc1ccco1)N1CCN(c2cc(Cl)ccc2C)CC1 (stereo not given)	-2%	-20%	0%
CCCc1cc(=O)n2[nH]c(C)c(-c3ccc(Cl)cc3)c2n1	-1%	-28%	.
Cc1[nH]c2ccccc2c1SCC(=O)N1CCC(C)CC1	-23%	-8%	1%
CCOC(=O)c1cc(-c2ccc(OC)cc2)nc2c1c(C)nn2CCC(N)=S	6%	?	0%
COc1ccccc1-c1cc(C(=O)Nc2sc3c(c2C#N)CCC(C)C3)c2ccccc2n1 (stereo not given)	-18%	-4%	3%
Nc1cc(=O)[nH]c(SCC(=O)Nc2cc(S(=O)(=O)N3CCOCC3)ccc2Cl)n1	-6%	50%[activator]	-6%
Cc1ccc(-n2nc(C)c3c(C)c(CCC(=O)NCc4ccccc4Cl)c(C)nc32)cc1	.	22%	0%
COc1ccc(NC(=O)CC2C(=O)N(c3ccc(OC)cc3)C(=O)N2Cc2ccc(OC)c(OC)c2)cc1 (stereo not given)	-2%	15%&-1%	-2%&4%
Cc1cc(OCCN2CCCC2)cc(C(C)C)c1	-3%	4%	-7%
O=S(Cc1cc(Sc2ccccc2)nc(-c2ccccc2)n1)c1ccccc1 (stereo not given)	-6%	-17%	1%
O=C(NCCc1ccncc1)Nc1ccc(Cl)cc1	0%	-7%	2%
COc1ccc(C(C(=O)NCc2ccccc2)N(C(=O)c2snc(C(N)=O)c2N)C2CCCC2)cc1O (stereo not given)	-4%	-18%	.
CC(C)CCNC(=O)c1ccccc1SCC(=O)NC1CCCCCCC1	.	12%	-1%
Clc1ccccc1Cc1noc(CN2CCN(c3cnccn3)CC2)n1	3%	6%	5%
O=C(NCc1ccccc1F)c1ccc2c(c1)OCO2	7%	-2%	5%
COc1ccc(-n2c(SCC(=O)Nc3ccc(Cl)cc3)nc(O)c(Cc3ccccc3)c2=O)cc1	-3%	-14%	7%
O=S(=O)(Nc1ncccc1O)c1ccc(Cl)cc1	5%	8%	9%
Cc1ccc(OCCn2cnc(Cl)c2Cl)cc1	6%	0%	0%
O=C(OCc1ccc(F)cc1)c1cccnc1Cl	4%	-18%	5%
CCn1nc(C)c(Br)c1-c1nc(-c2cccc(C)c2)no1	4%	-14%	-2%
C#CCn1c(=NC(=O)c2ccc(Br)s2)sc2cc(NC(C)=O)ccc21	-7%	10%	3%
COc1ccc(C)cc1S(=O)(=O)NCC(c1ccc(N(C)C)cc1)N1CCc2ccccc21 (stereo not given)	.	-14%	11%
COc1cccc(OCc2cc(C3Nc4ccccc4C(=O)N3c3ccccc3)ccc2OC)c1 (stereo not given)	.	3%	1%
CCCn1c(C)cc(C(=O)COC(=O)c2c(C)nn(-c3ccccc3)c2C)c1C	15%	-22%	7%
O=C(CN(C(=O)CNS(=O)(=O)c1ccc(F)cc1)c1cccc(F)c1)NCC1CCCO1 (stereo not given)	-15%	4%	3%
COc1ccc(NC(=O)Nc2cccc(NC(C)=O)c2)c(OC)c1	-1%	0%	.
C/C(=N\OCC(=O)Nc1nc2ccccc2s1)c1ccccc1	2%	2%	-3%
Cc1cc(CNC(=O)[C@H](C)[C@H]2C[C@]2(C)[C@H](NC(=O)OCc2ccccc2)c2ccccc2)nn1C	-5%	.	8%
CC(C)OC(=O)Cn1cnc2ccc(Br)cc2c1=O	12%	-4%	-2%
O=[N+]([O-])c1ccc(CSc2nc3ccccc3[nH]2)cc1	6%	12%	3%
O=C(NCCc1ccc(Cl)cc1)C1CC(=O)N(C2CCCC2)C1 (stereo not given)	2%	7%	3%
COc1ccc2c(CNC3CCCCCC3)c(C(=O)O)n(Cc3ccc(C)cc3)c2c1	.	-4%	5%
CC1Cc2cc(/C(O)=C3\C(=O)C(=O)N(Cc4ccncc4)C3c3ccccc3F)ccc2O1 (stereo not given)	-14%	4%	7%
CC(C)(C)C(=O)NC(c1ccc(Cl)cc1)[C@]1(C)C[C@H]1C1CCCCC1 (stereo not given in full)	7%	.	6%
Nc1scn[n+]1Cc1cccc2cccnc12	5%	5%	4%
CCN(CC)c1ccc(CN2CCCCCC2)cc1	-21%	-10%	10%
Cc1c(O)ccc(C(=O)CN2CCN(c3ccccc3)CC2)c1O	-6%	2%	3%
CCOc1ccc(CN2C(=O)c3ccccc3Sc3ccc(C(=O)NCCCN4CCOCC4)cc32)cc1	?	0%&1%	6%&7%
CC1(C)CSC(=S)N1S(=O)(=O)c1ccccc1	2%	0%	3%
Cc1ccc(C(=O)Nc2ncc(Cc3ccc(SC(F)F)cc3)s2)cc1	24%	-2%	4%

Ordered by value in TDP1 block (ascending): five of the compounds above.
SMILES,N370S GC,FEN1 inhibitor,TDP1 block
C=CCc1c(C)nc2c(C(=O)O)cnn2c1C,9%,-4%,-6%
Cc1[nH]c2ccccc2c1SCC(=O)N1CCC(C)CC1,-23%,-8%,1%
CC1(C)CSC(=S)N1S(=O)(=O)c1ccccc1,2%,0%,3%
O=C(NCc1ccccc1F)c1ccc2c(c1)OCO2,7%,-2%,5%
Cc1cc(CNC(=O)[C@H](C)[C@H]2C[C@]2(C)[C@H](NC(=O)OCc2ccccc2)c2ccccc2)nn1C,-5%,.,8%

Continued.
SMILES	N370S GC	FEN1 inhibitor	TDP1 block
CCCCCCc1c(C)c2ccc(OCC(=O)N3CCC[C@H]3C(=O)O)c(C)c2oc1=O	-4%	-14%	.
CCOC(=O)c1cn(Cc2c(C)c(C)c(C)c(C)c2C)nn1	-12%	4%	5%
Cc1nc2ccccc2n1CC(=O)NN	2%	10%	3%
CN(C)c1ccc2c(O)cc(=O)n(C)c2c1	-29%	?	-2%
CC(=O)c1ccc(NCC(=O)N2CCN(c3ccccc3)CC2)cc1	0%	-1%	2%
Cc1nc(NCCCO)c(C#N)c2c1COC(C)(C)C2	2%	8%	-3%
O=C(NNS(=O)(=O)c1ccccc1[N+](=O)[O-])c1ccc(F)cc1	-22%	-18%	-3%
NS(=O)(=O)c1ccc(CCNC(=O)c2cc([N+](=O)[O-])ccc2N2CCOCC2)cc1	.	3%	0%
Cc1cccc(C)c1NC(=O)CSc1nnnn1-c1ccc(C(=O)O)cc1	13%	-11%	3%
Clc1cccc(OCc2nc(-c3ccncc3)n[nH]2)c1	-1%	4%	-5%
COC(=O)C(CC(C)C)NC(=O)C(N)Cc1ccccc1 (stereo not given)	-9%	4%	-6%
COc1ccc(C(C)(C)C)cc1NC(=O)Nc1ccc2c(c1)OCO2	8%	-17%	7%
COc1ccc(CN(C(=O)c2snc(C(N)=O)c2N)C(C(=O)NC2CCCC2)c2cc(OC)ccc2OC)cc1 (stereo not given)	-1%	2%	5%
CC(NC1c2ccccc2-c2ccccc21)c1ccccc1 (stereo not given)	-4%	-2%	-15%
COc1ccccc1N(CC(O)CN1CCCCC1)S(=O)(=O)c1ccc(C)cc1 (stereo not given)	-10%	-8%	-6%
Cc1c(C(=O)N2CCOCC2)c(S(=O)(=O)Nc2cccc(F)c2)c(C)n1C	1%	37%[activator]	5%
COCCn1c(SCC(=O)Nc2ccc(OC)cc2OC)nc2ccccc2c1=O	17%	-8%	.
CC(C)[C@H](NC(=O)NCCc1ccc(Cl)cc1)C(=O)O	-10%	-6%	0%
COCCCCCCCCCCCC(=O)O	3%&5%	.	5%&7%
CCOc1ccc2c(c1)c1nnc(SCC(=O)N3CCC(C)CC3)nc1n2C	3%	4%	7%
O=C(CN1C(=O)NC(c2ccccc2)(c2ccccc2)C1=O)NCc1ccc(F)cc1	.	7%	1%
COCCn1c(C)cc(C(=O)COC(=O)C23CC4CC(CC(O)(C4)C2)C3)c1C	4%	10%	-1%
CCC(C(=O)Nc1cc(Cl)ccc1OC)c1ccccc1 (stereo not given)	29%	-2%	.
COc1ccc(OCCn2c(CCNC(=O)C3CCCCC3)nc3ccccc32)cc1	.	-19%	0%
Cc1ccc(S(=O)(=O)N(CC(=O)N2CCC(C)CC2)c2ccccc2)cc1	30%	3%	0%

Quoted at random: three compounds from above
SMILES	N370S GC	FEN1 inhibitor	TDP1 block
Cc1c(C(=O)N2CCOCC2)c(S(=O)(=O)Nc2cccc(F)c2)c(C)n1C	1%	37%[activator]	5%
Cc1ccc(S(=O)(=O)N(CC(=O)N2CCC(C)CC2)c2ccccc2)cc1	30%	3%	0%
COc1ccc(CN(C(=O)c2snc(C(N)=O)c2N)C(C(=O)NC2CCCC2)c2cc(OC)ccc2OC)cc1 (stereo not given)	-1%	2%	5%

The order is random. About 0.53% of those tested had a hit in this group.
